AmpC inh det: AmpC beta-lactamase inhibition, detergent assay; hit rate 0.09% among 71,000; P00811; purified AmpC, nitrocefin hydrolysis with detergent; Potency, µM (doses to about 28.7 µM), for the others: at the highest dose activity change, negative = inhibition; AID 584; active means well fitted curve in the direction sought with a large enough effect
Target sequence (P00811 whole entry, looked up): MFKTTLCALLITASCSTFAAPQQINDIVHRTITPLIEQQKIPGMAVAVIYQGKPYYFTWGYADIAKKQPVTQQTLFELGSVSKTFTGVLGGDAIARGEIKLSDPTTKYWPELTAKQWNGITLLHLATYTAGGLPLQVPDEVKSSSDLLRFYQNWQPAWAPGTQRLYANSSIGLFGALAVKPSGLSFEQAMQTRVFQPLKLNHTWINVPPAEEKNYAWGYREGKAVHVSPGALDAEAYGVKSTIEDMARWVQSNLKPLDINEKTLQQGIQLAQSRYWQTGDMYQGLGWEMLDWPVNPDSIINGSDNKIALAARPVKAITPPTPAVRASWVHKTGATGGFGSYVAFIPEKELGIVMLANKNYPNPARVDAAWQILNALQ
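E. coli AmpC (5.3 nM) in 20 mM phosphate pH 7.0 with 0.01% Triton X-100, preincubated 15 min RT with compound; nitrocefin (2 uL of 800 uM stock) hydrolysis followed by 480 nm absorbance every 20 s over 4 min.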
An asterisk follows results filed as active; & = joins results of further samples; [ ] = dose if it differs, or a comment. On the % scale 0 is the no-effect control and ±100 the full control effect; potency means the concentration at half of the fitted maximal effect.

| Structure | AmpC inh det |
| --- | --- |
| CN(C)C(=O)c1ccc(-c2ccc3ncnc(N4CCOCC4)c3c2)cc1 | 10% |
| CC(Cc1ccccc1)C(=O)N1CCN(C)CC1 (centres undefined) | 2% |
| CN1CCN(Cc2c(O)ccc3occ(C(=O)c4ccccc4)c23)CC1 | 7% |
| O=C(NCC(O)c1ccccc1)c1cccc(S(=O)(=O)N2CCOCC2)c1 (centres undefined) | 0% |
| Cc1ccc(C)c(NS(=O)(=O)c2c(C)nn(C)c2C)c1 | -2% |
| O=C(C1CCCN(S(=O)(=O)c2cccnc2)C1)N1CCn2c1nc1ccccc12 (centres undefined) | 17% |
| Cc1ccc(NC(=O)c2cccc(Cl)c2)nc1 | -2% |
| CC(=O)CCC(=O)NCCc1ccccc1F | 7% |
| COc1ccc(C2C(C(=O)c3ccco3)=C(O)C(=O)N2Cc2cccnc2)cc1OC (centres undefined) | 6% |
| Nn1c(COc2ccccc2)nnc1SC(F)F | -6% |
| CNCCNS(=O)(=O)c1cccc2cnccc12 | 0% |
| Cc1ccc2nc(NC3=NCN(Cc4ccc5c(c4)OCO5)CN3)nc(C)c2c1 | 1% |
| CS(=O)(=O)N(CC(=O)Nc1ccc2c(c1)OCO2)c1ccc(Cl)cc1 | 3% |
| Cc1sc2ncnc(N3CCN(c4ncccn4)CC3)c2c1C | -3% |
| O=C(Nc1ccc2c(c1)OCCO2)c1cnc2n(c1=O)CCS2 | 13% |
| Cc1ccc(C(=O)CSc2nnc(-c3ccco3)n2Cc2ccccc2)cc1 | -2% |
| CC1(C)CC(=O)C2=C(C1)N1CCCCC1CC2=O (centres undefined) | 1% |
| O=C(O)C1CCCCN1S(=O)(=O)c1ccc(Cl)s1 (centres undefined) | 6% |
| COC(=O)c1nnn(CC(=O)Nc2ccc(C)c(F)c2)c1C(=O)OC | 0% |
| Cc1cc(=O)cc(C)[nH]1 | 2% |
| O=C1c2ccccc2C(=O)N1CCN1CCCCC1 | 1% |
| CC(=O)Nc1ccc(N2CCN(C(=O)c3cccs3)CC2)cc1 | -3% |
| CCN(CC(=O)Nc1ccc2c(c1)OCCO2)Cc1cc(=O)oc2c(C)c(C)ccc12 | -1% |
| CN(C)c1ccc(NC(=O)CCCc2ccccc2)cc1 | -3% |
| Cc1ccc2nsnc2c1S(=O)(=O)N(Cc1ccco1)Cc1cc2cccc(C)c2[nH]c1=O | -6% |
| CCOC(=O)CC1=C(C(=O)OCC)C2(C(=O)N1)C(C(=O)OC)=C(N)Oc1ccccc12 (centres undefined) | -5% |
| COc1cc(-c2c(C#N)c(=O)[nH]c3c2c(C)nn3-c2ccccc2)ccc1O | -3% |
| C=CCN(c1ccc(C(=O)N2CCN(c3ccc(F)cc3)CC2)cc1)S(C)(=O)=O | -1% |
| COc1ccc(Cn2nnnc2CN2CCc3ccccc32)cc1 | -2% |
| COc1ccc(C2NC(=O)c3n[nH]c(C)c32)c(OC)c1 (centres undefined) | 3% |
| CC(C)n1c(SC2CCOC2=O)nc2ccccc21 (centres undefined) | -3% |
| CCc1nc(OCc2ccco2)c2sc3nc4c(cc3c2n1)COC(C)(C)C4 | -5% |
| Cn1cc(C(=O)N2CCN(C(=O)c3ccco3)CC2)c2c3ccccc3n(C)c2c1=O | 11% |
| COc1ccc(NC(=O)NCCCN2CCCC2=O)cc1 | 11% |
| O=C(NC1CCCCCCC1)C1CCN(c2nc3ccccc3o2)CC1 | -2% |
| CCOC(=O)c1c(C2CCN(C(=O)OCC)CC2)nc2ccccn12 | 4% |
| COc1ccc(C)cc1NC(=O)C1CCCCC1C(=O)O (centres undefined) | -3% |
| Cc1ccc(Cn2c(-c3nonc3N)nc3ccccc32)cc1 | 1% |
| CC(C)C[C@@H](CC(=O)N[C@@H](CCC(=O)O)CC(=O)O)NC(=O)[C@@H]1CCCC[C@H]1NC(=O)C[C@@H](NC(=O)C[C@H](Cc1ccccc1)NC(=O)[C@@H]1CNCC[C@H]1N)C(C)C | 11% |
| Cc1ccc(S(=O)(=O)N2CCCSCC2)cc1 | 0% |
| COC(=O)CSc1nnc(-c2ccc(S(=O)(=O)NCc3cccs3)cc2)o1 | 1% |
| O=C(CN(C(=O)CCC(=O)Nc1ccccn1)c1ccc2c(c1)OCO2)NCc1ccco1 | 2% |
| CCn1c(SCC(=O)Nc2cc(C)on2)nnc1-c1ccncc1 | -1% |
| Cn1c(=O)c2cc(S(=O)(=O)NCCC(=O)Nc3ccc(Cl)cc3)ccc2n(C)c1=O | 9% |
| Cc1ccc(S(=O)(=O)NCc2cn3ccsc3n2)c(C)c1 | -1% |
| O=C(NCc1ccccn1)C1CCN(S(=O)(=O)c2cccs2)CC1 | 13% |
| Cc1ccc(C2CC(=O)N3CN(Cc4ccco4)CSC3=C2C#N)cc1 (centres undefined) | -1% |
| Cc1nc2ccccc2c2oc(C(=O)NCc3ccc4c(c3)OCO4)cc12 | 7% |

The results go on:
Structure	AmpC inh det
Cc1cc(Cl)ccc1OCCCC(N)=O	0%
COCCNC(=O)c1cc2c(-c3ccccc3F)nn(C)c2s1	-4%
COc1ccccc1C(=O)n1nc(-c2ccc(Cl)cc2)nc1N	-2%
CCCC(=O)Nc1ccc(NC(=O)c2ccccc2Cl)nc1	12%
COc1ccc(C2/C(=C(\O)c3ccc4c(c3)OCCO4)C(=O)C(=O)N2CCCN(C)C)c(OC)c1 (centres undefined)	14%
COC(=O)c1ccc(CSc2nnc(SCc3ccc(C(=O)OC)o3)s2)o1	-3%
CC(=O)Nc1nonc1NC(=O)CSc1ncn[nH]1	-1%
CC(=O)[C@@]1(O)Cc2c(O)c3c(c(O)c2[C@H](O[C@H]2C[C@H](N)[C@H](O)[C@H](C)O2)C1)C(=O)c1ccccc1C3=O	-3%
Cc1cc(NC(=O)C23CCC(C)(c4nc5cc(Cl)c(Cl)cc5nc42)C3(C)C)no1 (centres undefined)	-3%
CCC(=O)Nc1ccc(N2CCN(C(=O)c3ccccc3C)CC2)cc1	-4%
COC(=O)CSc1nc2ccc(NC(C)=O)cc2s1	-4%
Cc1onc(-c2ccccc2Cl)c1C(=O)Nc1cccc(-c2cn3cccnc3n2)c1	-1%
Cc1cccc(NC(=O)c2ccc(S(=O)(=O)N(C)C)cc2)c1	6%
COC(=O)c1ccccc1NC(=O)CNC(=O)c1ccco1	-4%
CC1CCc2nn(CC(=O)NCc3ccco3)cc2C1 (centres undefined)	5%
O=C(c1ccncc1)N1CCC2(CCN(Cc3ccncc3)CC2)CC1	-1%
COc1ccccc1-n1c(SCC(=O)Nc2ccccc2F)nc2[nH]ncc2c1=O	15%
CN1C(C)(C)CC(NC(=O)CCC(=O)NC2CC(C)(C)N(C)C(C)(C)C2)CC1(C)C	-8%
CCC(C)NC(=O)CN1C(=O)CC(C)(C)S(=O)(=O)c2ccccc21 (centres undefined)	15%
Cn1c(SCc2nc3ccccc3s2)nnc1-c1cccs1	-2%
CCOc1ccc(CCNC(=O)C2CCN(S(=O)(=O)N3CCOCC3)CC2)cc1OCC	-2%
CCc1nnc(NC(=O)CSc2nnc(-c3ccoc3C)n2-c2ccc(C)cc2)s1	-4%
CCNC(=O)NCCc1c[nH]c2ccc(Cl)cc12	-2%
CCC1(C)CC(c2csc(N)n2)CCO1 (centres undefined)	-6%
COc1ccc(-c2cc(C(=O)N3CC4(C)CC3CC(C)(C)C4)no2)cc1OC (centres undefined)	-6%

Given field by field: entries from further up
CCC(=O)Nc1ccc(N2CCN(C(=O)c3ccccc3C)CC2)cc1
  AmpC inh det: -4%
COC(=O)CSc1nc2ccc(NC(C)=O)cc2s1
  AmpC inh det: -4%
Cc1onc(-c2ccccc2Cl)c1C(=O)Nc1cccc(-c2cn3cccnc3n2)c1
  AmpC inh det: -1%
Cc1cccc(NC(=O)c2ccc(S(=O)(=O)N(C)C)cc2)c1
  AmpC inh det: 6%

Among those listed so far, these have an aryl thioether with sulfur outside any ring.
Structure	AmpC inh det
Nn1c(COc2ccccc2)nnc1SC(F)F	-6%
Cc1ccc(C(=O)CSc2nnc(-c3ccco3)n2Cc2ccccc2)cc1	-2%
CC(C)n1c(SC2CCOC2=O)nc2ccccc21 (centres undefined)	-3%
COC(=O)CSc1nnc(-c2ccc(S(=O)(=O)NCc3cccs3)cc2)o1	1%
CCn1c(SCC(=O)Nc2cc(C)on2)nnc1-c1ccncc1	-1%
COC(=O)c1ccc(CSc2nnc(SCc3ccc(C(=O)OC)o3)s2)o1	-3%
CC(=O)Nc1nonc1NC(=O)CSc1ncn[nH]1	-1%
COC(=O)CSc1nc2ccc(NC(C)=O)cc2s1	-4%
COc1ccccc1-n1c(SCC(=O)Nc2ccccc2F)nc2[nH]ncc2c1=O	15%
Cn1c(SCc2nc3ccccc3s2)nnc1-c1cccs1	-2%
CCc1nnc(NC(=O)CSc2nnc(-c3ccoc3C)n2-c2ccc(C)cc2)s1	-4%

Next records:
Structure	AmpC inh det
COc1ccc(C(=O)N(CN2CCCC2=O)c2ccccc2OC)cc1OC	1%
COc1ccc(NC(=O)c2cc(OC)c(OC)c(OC)c2)cn1	-2%
Cc1nc(N2CCN(Cc3ccccc3)CC2)[nH]c(=O)c1C	7%
Cn1nc(C(=O)N2CCN(S(=O)(=O)c3ccccc3)CC2)c2ccccc2c1=O	-3%
CCN(CC)S(=O)(=O)c1cccc(-c2nnc(SCC#N)n2Cc2ccccc2)c1	-5%
C=CCOc1ccc(/C(O)=C2/C(=O)C(=O)N(CCN3CCOCC3)C2c2ccc(C)cc2)cc1 (centres undefined)	-2%
O=C(O)C1=CCCN(CCON=C(c2ccccc2)c2ccccc2)C1	0%&19%
O=C(CN1C2=NCCN2c2ccccc21)c1ccco1	6%
CCN(CC)c1ccc(NC(=O)Nc2ccc(C(C)=O)cc2)cc1	0%
CCOC(=O)c1ccc(CNC(=O)c2cc(C(C)(C)C)oc2C)o1	-2%
COCC(=O)Nc1nnc(COc2ccccc2)s1	-1%
CS(=O)(=O)c1nc(-c2ccccc2)cc(C(F)(F)F)n1	13%
COc1ccc(C2CC(=O)N3C(=C2C#N)SCC3(O)c2ccccc2)cc1 (centres undefined)	-1%
Cc1cccc(N2CCN(C(=O)CCCn3c(=S)[nH]c4cc5c(cc4c3=O)OCO5)CC2)c1C	-3%
Cc1nc2cnc(N(C)C)nc2n(Cc2ccc(F)cc2)c1=O	0%
CCN1CCCC1CN(Cc1cc2cc(OC)ccc2[nH]c1=O)C(=O)NCc1ccccc1 (centres undefined)	-1%
CC1CN(S(=O)(=O)c2ccc(C(=O)Nc3sc4c(c3C(N)=O)CCN(C)C4)cc2)CC(C)O1 (centres undefined)	0%
COc1ccc(C2C3=C(Nc4ncnn42)c2ccccc2CCC3)cc1 (centres undefined)	-1%
O=C1c2ccccc2C(O)(O)[C@@]1(O)[C@]1(O)C(=O)c2ccccc2C1(O)O	-2%[5.75 µM]
CCOC(=O)c1c(C)c(C(=O)N2CCC3(CC2)OCCO3)c(C)n1CC	-5%
O=C(c1cccs1)c1coc2ccc(O)c(CN3CCOCC3)c12	0%
O=C(O)c1cccc(S(=O)(=O)NCCO)c1	-5%[5.75 µM]
CN(Cc1ccccc1)c1nc2c(c(=O)[nH]c(=O)n2C)n1CCCSc1ncccn1	-2%
CSCC[C@H](NC(=O)OC(C)(C)C)c1nnc(SCc2ccccc2)o1	13%
CC(=C1C(=O)c2ccccc2C1=O)N1CCc2ccccc2C1	0%
CCCn1c(C(C)NC(C)=O)nc2ccccc21 (centres undefined)	14%
O=C(c1c[nH]c2ccc(S(=O)(=O)N3CCOCC3)cc2c1=O)N1CCN(c2ccccn2)CC1	-1%
CCCCCn1c(CN2CCN(Cc3ccccc3)CC2)nc2c1c(=O)n(C)c(=O)n2C	2%
CC(C)CO	12%
CC1CCc2nc(NC(=O)C3CCCO3)sc2C1 (centres undefined)	-1%
CC(Sc1ccccc1)C(=O)Nc1ccc(S(=O)(=O)N2CCOCC2)cc1 (centres undefined)	-1%
CC1SC2(CN3CCC2CC3)NC1=O (centres undefined)	0%
CSc1ccccc1C(=O)N1CCOCC1	-3%
COc1ccc(S(=O)(=O)N2CCC(C(=O)N3CCOCC3)CC2)cc1	-1%
CCOC(=O)C1=C(C)NC(C)=C(C(=O)OCC)C1c1cc2ccc(C)cc2[nH]c1=O	1%
Cc1cccc(NC(=O)C(NS(=O)(=O)c2ccc3c(c2)CCC(=O)N3)c2ccccc2)n1 (centres undefined)	11%
CN1CCN(C(c2cccc(C(F)(F)F)c2)c2nnnn2Cc2ccccc2)CC1 (centres undefined)	3%
CCCCCCOC(=O)c1ccccc1N	8%
Cc1ccn2cc(-c3ccc(S(=O)(=O)N4CCOCC4)cc3)nc2c1	4%
Cc1nc2cnc(N3CCOCC3)nc2n(C[C@H]2CCCO2)c1=O	0%
Cc1c(NC(=O)CSc2ccccc2C(=O)Nc2cccnc2)c(=O)n(-c2ccccc2)n1C	-5%
CCCC(C)c1nnc(NC(=O)C2CCCO2)s1 (centres undefined)	-1%
Cc1ccc(S(=O)(=O)c2c(N)n(C)c3nc4ccccc4nc23)cc1	0%
COc1cccc(C2C(C#N)=C(N)OC(C(C)(C)C)=C2C#N)c1 (centres undefined)	12%
CCCCSc1c(C)c2cc3c(cc2[nH]c1=O)OCO3	-4%

From PubChem BioAssay

Only part of the results is shown; rates above refer to the full screens.
